TEAD-YAP inh = TEAD-YAP interaction inhibition, primary screen, TEAD-YAP interaction inhibitor project, luminescence, HEK-TIYL cells | AID 1259422, 2018 | actives 1.4% (n = 640,000) | TEAD-Gal4/YAP UAS-luciferase luminescence | inhibition, % at 9.12 µM; in the data active means inhibition above about 32%;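 further: 0% = median of test compound wells and 100% = reference inhibitor wells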
MITF inh = MITF inhibitors, primary screen, biochemical, AlphaScreen, human | actives 0.91% (n = 650,000) | AlphaScreen MITF homodimerization, bead proximity signal | inhibition, % at 2.6 µM; in the data active means inhibition above about 50%;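 further: 0% = vehicle wells with protein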
Target sequence (O75030 whole entry, looked up): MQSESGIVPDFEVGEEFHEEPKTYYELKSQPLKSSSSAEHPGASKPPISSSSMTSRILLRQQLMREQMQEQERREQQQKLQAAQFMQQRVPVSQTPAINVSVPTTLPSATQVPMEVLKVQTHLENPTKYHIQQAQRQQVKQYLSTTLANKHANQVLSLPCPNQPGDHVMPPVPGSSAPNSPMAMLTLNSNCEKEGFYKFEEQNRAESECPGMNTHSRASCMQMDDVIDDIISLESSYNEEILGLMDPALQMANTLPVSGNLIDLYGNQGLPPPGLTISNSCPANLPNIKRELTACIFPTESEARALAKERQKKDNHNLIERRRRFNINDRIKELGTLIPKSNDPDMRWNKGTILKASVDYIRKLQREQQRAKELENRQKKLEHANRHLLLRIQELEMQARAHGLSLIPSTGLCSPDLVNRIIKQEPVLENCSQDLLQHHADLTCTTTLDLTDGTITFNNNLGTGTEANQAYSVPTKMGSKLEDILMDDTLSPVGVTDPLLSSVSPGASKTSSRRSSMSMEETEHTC
FBW7 activator = FBW7 E3 ligase activators, primary screen, biochemical, AlphaScreen, human; F-box/WD repeat-containing protein 7 (Homo sapiens), Q969H0; AlphaScreen FBW7–phospho-cyclin E peptide binding, activator screen; normalized activity (activation), % at 26.1 µM; actives 0.13% (n = 650,000); AID 1259310, 2017; in the data active means normalized activity above about 1.9%;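 further: purified mutant Fbw7 with reduced substrate affinity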
GPR151 activ = activators of human GPR151, primary screen, cell-based, PathHunter beta-arrestin, luminescence. G-protein coupled receptor 151 (Homo sapiens), Q8TDV0. PathHunter beta-arrestin GPR151 cells. activation, % at 11.2 µM. actives 1% (n = 650,000); in the data active means activation above about 4.9%;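 further: 0% = median of compound wells and 100% = cells with positive control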
Target sequence (Q8TDV0 whole entry, looked up): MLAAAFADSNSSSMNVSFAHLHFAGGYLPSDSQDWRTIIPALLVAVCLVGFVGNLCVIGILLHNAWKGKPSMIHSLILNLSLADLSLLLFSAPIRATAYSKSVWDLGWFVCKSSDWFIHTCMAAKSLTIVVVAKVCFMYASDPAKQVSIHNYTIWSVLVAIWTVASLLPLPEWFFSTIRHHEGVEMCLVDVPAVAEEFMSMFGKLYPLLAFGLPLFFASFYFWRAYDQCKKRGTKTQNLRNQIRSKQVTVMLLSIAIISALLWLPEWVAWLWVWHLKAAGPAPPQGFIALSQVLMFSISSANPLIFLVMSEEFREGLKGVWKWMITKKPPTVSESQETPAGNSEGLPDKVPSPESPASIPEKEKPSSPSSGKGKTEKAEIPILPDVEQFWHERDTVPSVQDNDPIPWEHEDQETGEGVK
The depositor's hits bear a star; & = joins results of further samples; ! = repeats disagree.

Start of the data: the first 4 compounds, to show the layout:
SMILES	TEAD-YAP inh	MITF inh	FBW7 activator	GPR151 activ
Cc1ccc(-c2nnc(CCC(=O)NCCN3CCC(c4ccccc4)CC3)o2)s1	12	1	-0.1	-0.1
c1ccc(-c2cn3c(nc4ccccc43)[nH]2)cc1	-58	-6	-0.2	-3.5
O=C(NC1CC1)c1cnc(NCc2ccc3c(c2)OCO3)s1	1	5	-0.2	-2.7
O=C(NCC1CCCN1S(=O)(=O)c1ccccc1)c1cccc([N+](=O)[O-])c1 (stereo not given)	1	1	-0.2	0.4

This part in full, repeating the preview:
SMILES	TEAD-YAP inh	MITF inh	FBW7 activator	GPR151 activ
Cc1ccc(-c2nnc(CCC(=O)NCCN3CCC(c4ccccc4)CC3)o2)s1	12	1	-0.1	-0.1
c1ccc(-c2cn3c(nc4ccccc43)[nH]2)cc1	-58	-6	-0.2	-3.5
O=C(NC1CC1)c1cnc(NCc2ccc3c(c2)OCO3)s1	1	5	-0.2	-2.7
O=C(NCC1CCCN1S(=O)(=O)c1ccccc1)c1cccc([N+](=O)[O-])c1 (stereo not given)	1	1	-0.2	0.4
COc1cccc(C(=O)Nc2sc(C(C)C)cc2C(N)=O)c1OC	0	-6	0.2	0.7
O=C(NC1(C(F)(F)F)NC(=O)N(c2cccc(Cl)c2)C1=O)c1ccccc1 (stereo not given)	8	4	0.7	-0.2
COc1ccc(-c2nc(C)cc(N)n2)cc1	-33	8	0.3	2.9
C/C(=N/O)c1ccc(Oc2cnccn2)cc1	-9	1	0.1	2.0
COc1ccc(C(=O)NCC(=O)N/N=C/c2cccc(O)c2)cc1OC	-2	-14	0.0	-0.7
CCCCCn1c(SCc2cccc(Cl)c2)nc2cc(C(=O)NCc3cccc(Cl)c3)ccc2c1=O	-4	9	-0.1	1.7

Quoted from the listing:
Value for `CCCCCn1c(SCc2cccc(Cl)c2)nc2cc(C(=O)NCc3cccc(Cl)c3)ccc2c1=O` in FBW7 activator: -0.1
Value for `O=C(NC1CC1)c1cnc(NCc2ccc3c(c2)OCO3)s1` in GPR151 activ: -2.7
Value for `c1ccc(-c2cn3c(nc4ccccc43)[nH]2)cc1` in FBW7 activator: -0.2
Value for `COc1ccc(-c2nc(C)cc(N)n2)cc1` in MITF inh: 8

The list goes on:
SMILES	TEAD-YAP inh	MITF inh	FBW7 activator	GPR151 activ
CCCCOC(=O)c1ccccc1C(=O)c1ccc2nc(NC(=O)OC)[nH]c2c1	39*	3	-0.2	0.4
O=C(Nc1cccc(Cl)c1)c1ccc(F)c(S(=O)(=O)NCCc2ccccc2)c1	7	13	0.4	-1.9
N=C1C(c2ccccc2)=C(O)CN1c1cccc2ccccc12	-4	7	0.2	0.1
Cc1cc2cc(CNC(=O)c3ccccc3Br)ccc2[nH]1	-9	-15	0.2	-0.6
CCOC(=O)c1c(CSc2ccccc2)n(C2CCCCC2)c2cc(Br)c(O)cc12	3	10	0.5	1.6
COc1cc(S(=O)(=O)NCCOc2ccc(Cl)cc2)c(OC)cc1Cl	6	5	0.1	3.3
CCSc1nnc(-c2ccncc2)n1Cc1ccccc1	3	16	0.6	-0.5
CCN(C(=O)CN1C(=O)C2(OCCCO2)c2ccccc21)c1cccc(C)c1	-1	3	0.1	0.2
COc1cc(C=O)cc(OC)c1OC(=O)c1ccccc1[N+](=O)[O-]	-3	1	-0.2	-2.4
CCOC(=O)C1=C(C)N=c2s/c(=C\c3ccc(-c4ccc(Br)cc4)o3)c(=O)n2C1c1ccc(Cl)cc1 (stereo not given)	-13	2	-0.2	-0.7

Already shown: 2 of the compounds above.
SMILES	TEAD-YAP inh	MITF inh	FBW7 activator	GPR151 activ
CCCCOC(=O)c1ccccc1C(=O)c1ccc2nc(NC(=O)OC)[nH]c2c1	39*	3	-0.2	0.4
O=C(Nc1cccc(Cl)c1)c1ccc(F)c(S(=O)(=O)NCCc2ccccc2)c1	7	13	0.4	-1.9

Going on with the list:
SMILES	TEAD-YAP inh	MITF inh	FBW7 activator	GPR151 activ
CCN(CC)C(=O)Cn1cnc2sc(C(=O)N3CCN(c4ccccc4)CC3)c(C)c2c1=O	7	28	0.6	0.7
COc1cc(OC)c2c(=O)c(O)c(-c3ccc(OC)c(OC)c3)oc2c1	-28	-5	-0.2	-0.1
CCOC(=O)c1cc2c(nc1C)-c1ccccc1C2=O	-33	1	-0.1	-0.1
Cc1cnc(CN(C)C(=O)CC2C(=O)NCCN2Cc2ccccc2C(F)(F)F)[nH]1 (stereo not given)	13	12	0.2	-0.1
C=CCn1c(C)cc(C(=O)COC(=O)c2cc(Cl)ccc2N)c1C	-25	9	-0.1	-1.3
O=C(c1nc2sccn2c1CN1CCOc2ccccc2C1)N1CCCCC1	-4	-2	-0.1	0.0
O=C1CN(c2nc3nonc3nc2N2CCCCC2)CCN1	4	-4	-0.1	-1.9
Cc1ccc(C)c(N2CCN(c3ncnc4c3c(-c3ccccc3)cn4-c3ccc(F)cc3)CC2)c1	-7	2	0.1	1.6
COc1ccccc1NC(=O)c1sc(NC(=O)COc2ccccc2)c(C#N)c1C	-4	-12	-0.1	-0.8
CCCS(=O)(=O)NCc1c(C)ncc2c1CCN(C(=O)Cc1ccc(OC)cc1)C2	10	3	0.0	-0.8
COC(=O)c1ccc(NC(=O)CN(C(=O)N2CCN(C)CC2)S(=O)(=O)c2ccc(C)cc2)cc1	2	-6	-0.4	0.8
COc1cccc(C=O)c1OC(=O)N1CCOCC1	0	-13	0.0	0.3
CCOc1ccc(C(=O)N(C)c2nnc(C34CC5CC(CC(C5)C3)C4)s2)cc1	1	5	0.0	0.0
O=C(CSc1nc2ccsc2c(=O)n1-c1ccc(Br)cc1)Nc1cccc(C(F)(F)F)c1	-19	1	0.2	1.6
C/C(=N\NC(=O)c1ccccc1[N+](=O)[O-])c1ccc(Br)s1	6	5	-0.1	0.5
O=c1c2ccccc2nc(CSc2nnnn2-c2ccccc2)n1-c1ccccc1	-2	3	0.0	-1.9
CCCn1c(/N=C/c2ccc3c(c2)OCO3)nc2ccccc21	0	-5	-0.1	1.0
COCCn1c(=NC(=O)c2ccccc2[N+](=O)[O-])sc2cc(OC)c(OC)cc21	-3	16	0.0	-1.8
Nc1ccn([C@@H]2O[C@H](CO)[C@@H](O)C2(F)F)c(=O)n1	-29	-2&-7	0.0&0.0	8.7*!
Cc1c(OC(=O)C2CC2)ccc2c1oc(=O)c1ccccc12	-5	-8	0.1	2.0
O=C(Nc1ccccc1)c1ccnc(N2CCCC2CO)c1 (stereo not given)	0	-7	0.1	-0.9
CC(=O)Oc1cccc(/C=c2/sc3nc(-c4ccccc4)nn3c2=O)c1	9	5	-0.1	0.4
O=C(Nc1cc([N+](=O)[O-])cc2c1C=Cc1ccccc1O2)c1ccco1	-58	8	0.2	-1.3
COc1ccc(C2CC(c3ccc(C)cc3)=NN2S(=O)(=O)c2ccc(C)cc2)cc1 (stereo not given)	-2	7	-0.1	0.5
CC1CCN(Cc2nnnn2CCCC(=O)NC2CCc3ccccc32)CC1 (stereo not given)	11	7	0.2	-0.4
COc1ccccc1-n1c(=S)sc2c(=O)n(Cc3ccco3)c(SCC#N)nc21	-10	-6	-0.1	-1.0
COc1ccc(C(=O)COC(=O)c2ccc(Cl)cc2N)cc1	-2	-4	-0.1	-0.3
COc1ccc(-c2nnc(C3CCCN(S(C)(=O)=O)C3)s2)cc1 (stereo not given)	-30	8	0.6	-0.6
O=C(NC1CCCCC1)c1nn2c(c1Br)NC(c1cccs1)CC2C(F)(F)F (stereo not given)	-1	60*	0.1	1.1
Cc1ccc(OCc2nc(-c3ccccc3Cl)no2)cc1C	-42	2	0.3	-0.2
CN(C)CCCNc1ncc2c(n1)c(=O)c(C#N)c1[nH]c3ccccc3c(=O)n12	3	-15	0.0	2.1
N#CCN(N=Nc1ccc([N+](=O)[O-])cc1)c1ccc([N+](=O)[O-])cc1	4	-2	-0.1	0.7
CSc1ncccc1C(=O)OCC(=O)COC(=O)c1cccnc1SC	-1	8	0.1	1.1
COc1ccc(N2C(=O)C(CC(=O)Nc3ccc(F)cc3)N(CCc3ccc(Cl)cc3)C2=S)cc1 (stereo not given)	-1&0	12&-8	0.2&0.9	3.2&-1.2
NC(=O)C1CCN(C(=O)c2cnn(-c3ccccc3)c2NC(=O)c2cccc(F)c2)CC1	3	-5	0.2	0.0
Cc1ccc(S(=O)(=O)N(CCC(N)=O)CCC(N)=O)cc1	1	-4	0.0	-0.3
Cc1ccccc1NC(=O)c1c(NC(=O)c2cccs2)sc2c1CCCCC2	-1	2	0.0	0.4
Clc1ccc(Oc2cccc(CN3CCc4nncn4CC3)c2)cc1	0	16	0.0	0.1
CCOc1cc(C2C(C(=O)OCC3CCCO3)=C(C)NC3=C2C(=O)CCC3)ccc1OC(C)=O (stereo not given)	2	-5	-0.2	2.0
COc1cc([N+](=O)[O-])ccc1NC(=O)c1ccc(C)c(Cl)c1	-23	0	0.0	2.7
Cc1ccc(C2=N/C(=C\c3ccc(Cl)c(Cl)c3)C(=O)O2)cc1C	8	-2	0.5	0.6
COc1ccccc1NS(=O)(=O)c1ccccc1F	12	5	0.2	-2.7
COc1ccc2c(c1OC)C(=O)OC2Nc1nc2ccc(OC(F)(F)F)cc2s1 (stereo not given)	-24	-6	-0.1	-0.3
COCCNc1c(-c2ccc(C)c(C)c2)c(=O)c1=O	16	8	-0.1	-1.8
CC(C)C(=O)Nc1ccc2oc3ccccc3c2c1	-83	3	-0.1	-0.2
CC(C)[C@H](CO)n1c(=O)[nH]c2ncc(-c3cccc(/C=C/C(=O)O)c3)nc21	21	10	0.5	0.1
CCCCOCCCNC(=O)c1ccc(OC)c([N+](=O)[O-])c1	0	-2	-0.2	-1.0
COc1ccc(C)cc1NC(=O)C1CCCN(S(=O)(=O)c2cccc3cccnc23)C1 (stereo not given)	10	25	0.3	-0.4
CSC1=NC(C)(c2ccc(O)cc2O)CC(C)(C)N1 (stereo not given)	6	0	0.0	1.8
C#CC1(OC(C)=O)C(C)CN(C)CC1C (stereo not given)	-3	6	0.0	-0.7
The results go on:
SMILES	TEAD-YAP inh	MITF inh	FBW7 activator	GPR151 activ
CCc1ccc(NC(=O)CSc2nc3ccc(NC(=O)c4cccc5ccccc45)cc3s2)cc1	21	5	-0.1	0.4
CC1(C)Cc2c(sc3c2c(=O)n(-c2ccccc2)c2nncn32)CO1	11	7	-0.3	-0.7
N#C/C(=C\c1ccc(Br)o1)C(=O)Nc1ccccc1	0	7	-0.1	1.7
CCc1ccc(Oc2coc3cc(OC(C)C(=O)OC4CCCCC4)ccc3c2=O)cc1 (stereo not given)	-2	-4	0.1	-0.3
O=C1C2CCCCC2C(=O)N1c1ccc2c(c1)OCO2 (stereo not given)	4	1	-0.1	-0.1
Cc1ccc(OCC(O)CN2CCC(CN3C(=O)c4cccc5cccc(c45)C3=O)CC2)cc1C (stereo not given)	6	11	-0.2	0.2
CN(Cc1cscn1)C(=O)C1CC12CCN(Cc1cnn(-c3ccc(F)cc3)c1)CC2 (stereo not given)	7	-3	0.0	-0.7
CCOC(=O)c1sc(NC(=O)C(C)Sc2nnc(CNC(=O)c3ccccc3OC)n2-c2cccc(C)c2)c(C(=O)OCC)c1C (stereo not given)	13	5	0.4	-1.3
Fc1ccc(-c2cc3nc4c(c(NCCCn5ccnc5)n3n2)CCCC4)cc1	-28	4	-0.1	-0.2
CC1CCN(C(=O)c2cc(-c3ccc(Cl)cc3)on2)CC1	-29	-18	0.0	0.8
CCOC(=O)c1c(NC(=O)C2CC(=O)NN2Cc2ccccc2)sc2c1CCCC2 (stereo not given)	-1	-4	-0.2	0.2
CS(=O)(=O)c1cnc(-c2ccncc2)nc1-c1ccc(Cl)cc1	5	4	-0.1	-0.5
COc1ccccc1CCNC(=O)Cc1cccs1	6	6	0.4	-0.5
CC[C@@H]1NC(=O)[C@@H]2C[C@H](NC(=O)c3cc(Cl)cc(Cl)c3)CN2C1=O	0	9	-0.1	-0.4
CC1CCCCC1NC(=O)/C(C#N)=C/c1c[nH]c2ccccc12 (stereo not given)	7	2	0.7	0.0
CC1=C(C(=O)OCCOc2ccccc2)C(c2ccccc2C)C2=C(CCCC2=O)N1 (stereo not given)	5	6	0.2	0.7
Cc1ccc(-c2c(C)sc(N)c2C(=O)O)cc1	7	3	-0.2	-1.2
Cc1cccc(C)c1-n1c(C)cc(/C=N/NC(=O)C(=O)NC(C)(C)C)c1C	-7	7	-0.1	2.0
Cn1c(=O)c2c(ncn2CC(=O)Nc2ccccc2C#N)n(C)c1=O	-12	-5	0.2	-0.1
Cc1nn(CC(=O)OC2CCCCC2)c(=O)c2cc3occc3n12	-65	10	0.2	0.5

Quoted at random: 2 records from the list, in no set order.
SMILES	TEAD-YAP inh	MITF inh	FBW7 activator	GPR151 activ
CCOC(=O)c1c(NC(=O)C2CC(=O)NN2Cc2ccccc2)sc2c1CCCC2 (stereo not given)	-1	-4	-0.2	0.2
CC[C@@H]1NC(=O)[C@@H]2C[C@H](NC(=O)c3cc(Cl)cc(Cl)c3)CN2C1=O	0	9	-0.1	-0.4

Random draw from the library; any-hit rate near 3.4%.
